Screening results from PubChem BioAssay.
MKP-3 inhibition: inhibition of rat DUSP6 enzyme activity – biochemical, in vitro, primary screen (AID 425); recombinant MKP-3 phosphatase activity, fluorescence; higher % means a stronger effect; one-dose inhibition, % at 20 µM; IC50 in µM for titrated hits; actives 0.17% (n = 110,000); in the data active = inhibition above about 50%;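 note: plate controls were vehicle for no effect and reference inhibitor for full effect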
Hsp70 displacement: small molecules displacing fluorescent ligand from Hsp70 – biochemical, fluorescence polarization, primary screen (AID 583); displacement, % at 20 µM; hits with a dose series show IC50 in µM; actives 0.06% (n = 140,000); Hsp70 fluorescence polarization probe displacement, mP; higher % means a stronger effect; in the data active = displacement above about 50%;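 note: plate controls were vehicle for no effect and reference ligand for full effect; a part of the inactive calls stands beside numbers as strong as those of hits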
The depositor's hits bear a star; nt = no result given; & = joins results of further samples.

SMILES	MKP-3 inhibition	Hsp70 displacement
Cc1cc(NC(=O)CSc2nc3ccccc3n2CC(=O)N2CCC(C)CC2)no1	nt	2.9%
N#Cc1c(NC(=O)COc2ccc(Cl)cc2)oc(-c2ccccc2)c1-c1ccccc1	7%	-2.8%
OCC(CO)(CO)n1cnnn1	-3%	-6.9%
NC(=O)NC1CCCc2c1[nH]c1ccc(Cl)cc21 (stereo not given)	-1%&3%	-3.4%&-1.9%
Cc1c(NC(=O)Nc2ccccc2Cl)sc(=S)n1C	-16%	4.7%
COc1cccc(C2C(C(=O)Nc3ccccc3)=C(C)N=C3SCC(=O)N32)c1 (stereo not given)	3%	-2.5%
CCOC(=O)c1cc(CC)sc1NC(=O)c1cc([N+](=O)[O-])ccc1N1CCN(CC)CC1	3%	-4.7%
Cc1ccc(/C=C2\SC(=S)N(CCC(=O)Nc3ccc(S(N)(=O)=O)cc3)C2=O)cc1	-1%	-3.5%
O=C1c2ccccc2C(=O)N1CCc1nc2ccccc2c(=O)n1-c1ccccn1	-3%&4%	-1.6%
CCOC(=O)C1=C(O)/C(=C/c2ccc(F)cc2)SC1=Nc1ccc([N+](=O)[O-])cc1	-1%	3.5%
O=C(c1ccco1)N1CCN(C(c2ccccc2Cl)c2nnnn2CC2CCCO2)CC1 (stereo not given)	0%	-4.5%
Nc1nc(CSCc2ccccc2)nc(N2CCOCC2)n1	1%	-3.7%
Cc1ccccc1OCCOc1ccc(/C=C2/SC(=S)N(C)C2=O)cc1	-4%	6.8%
CCC(C)Nc1c2c(nc3c(-c4ccccc4)c(C)nn13)CCC2 (stereo not given)	nt	1.5%
CCOc1ccc(N(CC(=O)NCc2cccc(OC)c2)S(=O)(=O)c2c(C)noc2C)cc1	-5%	5.2%
COc1ccc(CN2C(=O)c3cccnc3C2O)cc1 (stereo not given)	nt	1.4%
CCN(CC)c1ccc(C(=O)N2CCN(c3cccc(Cl)c3)CC2)cc1	3%	2.8%
CC(C)NC(=O)C1CCN(C(=O)C(C(=O)c2ccccc2)n2cc(Cl)ccc2=O)CC1 (stereo not given)	3%	2.0%
Cc1ccc(C)c(C(C)(C)CC(=O)O)c1	1%	4.0%
Cc1ccc(S(=O)(=O)/C(C#N)=C/c2c(N3CCN(C)CC3)nc3ccccn3c2=O)cc1	-7%	3.7%
O/N=C1/CCCCc2sccc21	-6%	-5.5%
C/C(=N\N1CCN(Cc2ccccc2Cl)CC1)c1ccccc1O	2%	1.3%
Cc1nc2ccccc2c(=O)n1CC(=O)N1CCOCC1	-3%	2.6%
COc1ccc(-n2nnc3c(SCC(=O)NCc4ccco4)ncnc32)cc1	0%	-4.6%
O=C(NCCN1CCN(Cc2ccccc2Cl)CC1)Nc1ccccc1	nt	10%
CCOc1ccc(Nc2nc(Cc3nnc(SCC(=O)N(CC)CC)n3C)cs2)cc1	nt	-6.0%
COc1ccc(N2CCN(c3nc(NCCO)nc(N4CCOCC4)n3)CC2)cc1	-8%	5.1%
O=C(CSc1nc(-c2ccccc2)c(-c2ccccc2)o1)Nc1ccccc1	0%	5.5%
CCOc1ccc(N(CC(=O)NCC2CCCO2)S(=O)(=O)c2ccc(OC)c(OC)c2)cc1 (stereo not given)	-8%	-3.0%
O=C(CCl)N(c1ccc(Cl)cc1)c1c[nH]c2ccccc12	nt	4.8%
Cc1ccc(C(C(=O)NCCc2ccccc2)N(C(=O)c2csnn2)C2CC2)o1 (stereo not given)	-2%	0.2%
COc1cc(C2NC(=O)NC(C)=C2C(=O)Nc2ccc(Br)cc2)cc(OC)c1OC (stereo not given)	0%	-5.5%
CCOC(=O)CCCc1sc(N)nc1-c1[nH]c(=O)[nH]c1C	7%	-2.4%
Oc1ccccc1/C=N/n1cnnc1	nt	-0.8%
COc1ccc(-n2c(SCC#N)nc3ccccc3c2=O)cc1	-5%	-1.9%
COC(=O)c1ccc(/C=C2\N=C(c3ccc(C(C)(C)C)cc3)OC2=O)cc1	1%	0.3%
O=C(COc1ccccc1F)Nc1ccc(S(=O)(=O)NCc2ccco2)cc1	-1%	2.4%
O=C(Nc1ccc(Oc2ccc(NC(=O)C(F)(F)F)cc2)cc1)C(F)(F)F	-1%	0.4%
O=C(c1cccc(S(=O)(=O)N2CCCC2)c1)c1nnc(-c2ccncc2)o1	9%	-2.0%
CCOC(=O)Cn1c(CN(Cc2ccccc2)Cc2ccccc2)nc2c1c(=O)n(C)c(=O)n2C	-4%	1.2%
CC1CCN(C(=O)c2ccccc2Cl)CC1	-1%	-2.0%
CCC(=O)N1CCN(c2cc(C)ccc2C)CC1	-5%	1.8%
CCN(CC)c1ccc(C(=O)Nc2cccc(C)c2C)cc1	3%	-2.7%
COc1ccc(NC(=O)C2CC(=O)N(c3cc(C)ccc3C)C2)cc1 (stereo not given)	-2%	8.7%
O=c1c2ccccc2nnn1CSc1nc2cc(Cl)ccc2c(=O)n1Cc1ccco1	-15%	6.8%
O=C1NC(=S)S/C1=C/c1ccc(-c2ccccc2)o1	2%	-1.9%
O=C(Nc1ccccc1F)c1ccc(S(=O)(=O)NCC2CCCO2)cc1 (stereo not given)	2%	4.4%
Cc1ccc2nsnc2c1S(=O)(=O)Nc1cccc2nsnc12	-2%	2.6%
CC1C(c2ccc(Cl)cc2)NC(c2ccc(Cl)cc2)C(C)C1(C)O (stereo not given)	4%	1.2%
Cc1ccnc(NS(=O)(=O)c2ccccc2)n1	-17%	-1.1%
O=C(NCc1ccco1)c1ccc(C#Cc2ccccc2)cc1	5%	-0.3%
CC(C)(C)c1ccc(OCC(=O)NNC(=O)C(=O)N2CCCC2)cc1	-1%	0.0%
C=CCNC(=S)N1CCN(CCN=CC2=C(O)CC(c3cccs3)CC2=O)CC1 (stereo not given)	nt	-0.1%
COc1ccc(C(=O)NC(Nc2ccccc2)C(Cl)(Cl)Cl)cc1OC (stereo not given)	6%	2.4%
CCOC(=O)c1ccccc1NC1OC(=O)c2ccccc21 (stereo not given)	-2%	-3.8%
COc1ccc(-c2occ(C(=O)O)c2C(=O)O)cc1	3%	3.6%&3.7%
O=C(O/N=C/C1=C(Cl)c2ccccc2CC1)c1ccc(F)cc1	nt	-1.9%
COC(=O)c1sc(NC(=O)COc2ccccc2OC)nc1C	2%	6.7%
O=C(Nc1ccc(Cl)c([N+](=O)[O-])c1)C1CC2CCC1C2 (stereo not given)	6%	-2.7%
CCOC(=O)C1CCCN(C(=O)c2ccc(CNc3c(N4CCC(C)CC4)c(=O)c3=O)cc2)C1 (stereo not given)	-1%	7.3%

Grouped by structure, those above containing a Cl atom
SMILES	MKP-3 inhibition	Hsp70 displacement
N#Cc1c(NC(=O)COc2ccc(Cl)cc2)oc(-c2ccccc2)c1-c1ccccc1	7%	-2.8%
NC(=O)NC1CCCc2c1[nH]c1ccc(Cl)cc21 (stereo not given)	-1%&3%	-3.4%&-1.9%
Cc1c(NC(=O)Nc2ccccc2Cl)sc(=S)n1C	-16%	4.7%
O=C(c1ccco1)N1CCN(C(c2ccccc2Cl)c2nnnn2CC2CCCO2)CC1 (stereo not given)	0%	-4.5%
CCN(CC)c1ccc(C(=O)N2CCN(c3cccc(Cl)c3)CC2)cc1	3%	2.8%
CC(C)NC(=O)C1CCN(C(=O)C(C(=O)c2ccccc2)n2cc(Cl)ccc2=O)CC1 (stereo not given)	3%	2.0%
C/C(=N\N1CCN(Cc2ccccc2Cl)CC1)c1ccccc1O	2%	1.3%
O=C(NCCN1CCN(Cc2ccccc2Cl)CC1)Nc1ccccc1	nt	10%
O=C(CCl)N(c1ccc(Cl)cc1)c1c[nH]c2ccccc12	nt	4.8%
CC1CCN(C(=O)c2ccccc2Cl)CC1	-1%	-2.0%
O=c1c2ccccc2nnn1CSc1nc2cc(Cl)ccc2c(=O)n1Cc1ccco1	-15%	6.8%
CC1C(c2ccc(Cl)cc2)NC(c2ccc(Cl)cc2)C(C)C1(C)O (stereo not given)	4%	1.2%
COc1ccc(C(=O)NC(Nc2ccccc2)C(Cl)(Cl)Cl)cc1OC (stereo not given)	6%	2.4%
O=C(O/N=C/C1=C(Cl)c2ccccc2CC1)c1ccc(F)cc1	nt	-1.9%
O=C(Nc1ccc(Cl)c([N+](=O)[O-])c1)C1CC2CCC1C2 (stereo not given)	6%	-2.7%

Later entries
SMILES	MKP-3 inhibition	Hsp70 displacement
CCOCCCNC(=O)C(NC(=O)c1ccc2c(c1)OCO2)c1ccc(OC)cc1 (stereo not given)	-2%	6.3%
CC1CN(c2nnnn2-c2ccccc2)CC(C)O1 (stereo not given)	-5%	4.1%
O=C(Cn1[nH]c(=O)c2ccccc2c1=O)NC1CCN(Cc2ccccc2)CC1	2%	1.3%
CCCC(=O)Nc1nc2ccc(OCC)cc2s1	3%	6.7%
CC(=O)c1c(OC(=O)c2ccccc2)ccnc1C(F)(F)F	6%	3.2%
CC(C)c1nc(N2CCOCC2)c(C#N)c2c1COC(C)(C)C2	-11%	-0.4%
CCOC(=O)/C(C#N)=C\c1c(C)c(C)c(/C=C(/C#N)C(=O)OCC)c(C)c1C	0%	1.2%
COC(=O)CN1C(C)=Nc2ccc(Br)cc2C1c1ccccc1Cl (stereo not given)	3%	-4.2%
CC(=O)N1c2ccccc2NC2=C(C(=O)CCC2)C1c1cccnc1 (stereo not given)	0%	2.0%
CC(C)CC(NC(=O)C(NC(=O)OC(C)(C)C)C(C)C)C(=O)NC(CCC(=O)OCc1ccccc1)C(N)=O (stereo not given)	nt	-1.0%
COc1ccc(-c2nnc(SC(C)C(=O)Nc3nccs3)n2-c2ccccc2)cc1OC (stereo not given)	-12%	1.1%
CSc1ccccc1NC(=O)Nc1ccccc1	-12%	1.5%
Cc1ccc(CN2C3=NCCCN3c3ccccc32)cc1	-6%	0.0%
CC1=NN(c2ccc(Cl)c(Cl)c2)C(=O)/C1=C/c1ccco1	-1%	5.7%
COc1ccccc1C1/C(=C(\O)c2ccccc2)C(=O)C(=O)N1c1cccc(Cl)c1 (stereo not given)	-2%	1.4%
Cc1ccc(-c2nnc3c4ccccc4c(C)nn23)cc1S(=O)(=O)N1CCN(C)CC1	0%	-8.6%
O=C(O)c1ccc(COc2c(F)c(F)c(F)c(F)c2F)o1	3%	-3.1%
Cc1ccc(NCc2nnc(SCC(=O)c3ccc4c(c3)OCCO4)o2)c(C)c1	-6%	0.9%
O=C(NC(c1ccccc1)c1ccccc1)C(Sc1ccccc1)c1ccccc1 (stereo not given)	0%	3.4%
CN(C)CCN1C(=O)C(O)=C(C(=O)c2cc3ccccc3o2)C1c1cccc(Br)c1 (stereo not given)	nt	-1.2%
CCCNC(=O)c1ccc(SC)cc1OC	12%	2.5%
CC[C@@H](C)[C@H](NC(=O)OC(C)(C)C)c1nnc(S(=O)(=O)Cc2cc(C)ccc2C)o1	0%	0.4%
O=C(c1ccc(Br)cc1)N1CCCC1	nt	-2.3%
COC(=O)CC(NC(=O)c1ccc(C)cc1)c1ccc2c(c1)OCO2 (stereo not given)	nt	-3.4%
CCc1ccc(C2CC(c3ccccc3)Nc3nc(N)nn32)cc1 (stereo not given)	2%	4.0%
Nc1ncnc2nc(N3CCN(C(=O)c4ccccc4)CC3)[nH]c12	-10%	2.5%
CCOC(=O)N1C(=O)c2cc(OC)ccc2S1(=O)=O	-7%	nt
COc1ccc(/C=C2\SC(=O)NC2=S)cc1	5%	5.6%
O=C(CSc1nnc(-c2cccs2)n1-c1ccccc1)c1cccc([N+](=O)[O-])c1	4%	-1.4%
Cc1cc(C)n(CCO)c(=O)n1	-11%	7.9%
O=C(Nc1ccc(I)cc1Cl)c1cccc([N+](=O)[O-])c1	-1%	-0.6%
COCCn1nnnc1C1(N(Cc2cc3cc(C)ccc3[nH]c2=O)CC2CCCO2)CCN(C)CC1 (stereo not given)	1%	0.8%
CCc1nc(N)nc(N)c1-c1ccc(Cl)cc1	2%	-5.9%
Cc1cc(F)ccc1S(=O)(=O)Nc1ccccc1C(=O)Nc1ccccc1N1CCOCC1	nt	6.3%
CCS(=O)(=O)NCCc1csc(-c2cccnc2)n1	0%	-4.0%
CCOC(=O)CSc1nc2ccccc2c(=O)n1CC1CCCO1 (stereo not given)	-9%	1.4%
CC(C)CN1C(=O)NC(NC(=O)c2cccnc2)(C(F)(F)F)C1=O (stereo not given)	2%	-1.3%
CCOC(=O)Cc1nnc(NCc2ccccc2)c2ccccc12	-4%	-1.0%
CCN(CC)S(=O)(=O)c1ccc(F)cc1	-3%	2.9%
CCCCOc1c(Br)cc(/C=N/O)cc1OCC	nt	-1.1%
C=C1c2ccccc2NC(=O)N1c1ccc(C)cc1	nt	-1.7%
CC(C)CCn1nc(C(=O)OC(C)C(=O)NC(N)=O)c2ccccc2c1=O (stereo not given)	-4%	1.7%
COc1cc(S(=O)(=O)Nc2ccccc2)ccc1NC=O	nt	-0.4%
O=C(CC1(C(F)(F)F)NCCN1)c1ccccc1	0%	2.4%
CN1CC(=O)N(CC(=O)Nc2ccc(N(C)C)cc2)c2ccccc2C1=O	-6%	-2.5%
COc1ccc(C2CC(=O)C3=C(C2)Nc2ccccc2NC3c2ccccc2OCc2ccccc2)cc1OC (stereo not given)	9%	-2.6%
CC1(C)CC(NC(=O)COc2ccc(Br)cc2)CC(C)(C)N1	3%	2.4%
COc1ccc(/C(N)=N/OC(=O)c2ccc(C)c([N+](=O)[O-])c2)cc1	1%	2.3%&-0.7%
COc1ccc(S(=O)(=O)N(CC(=O)N2CCN(c3ccccc3OC)CC2)c2ccccc2)cc1	2%	-2.9%
Cc1cc(C)nc(/N=C(/NC(=O)c2ccccc2)Nc2ccccc2)n1	7%	-1.8%
CCC(C)(C)NC(=O)C(c1ccco1)N(C(=O)CNC(=O)c1cccs1)c1cccnc1 (stereo not given)	nt	1.8%

An excerpt; count on the stated rates, not on these rows.
